AddAB inh – less growth of phage-infected E. coli with AddAB. inhibition, % at 11.9 µM. AID 435030. actives 0.29% (n = 330,000). E. coli expressing H. pylori AddAB, absorbance growth; in the data active = inhibition above about 12%;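 also: 0% = vehicle wells of infected cells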
Wnt bcat act – activators of Wnt/beta-catenin signaling. Wnt/beta-catenin reporter cell assay, activator, plate reader. activation, % at 9.35 µM. actives 1.2% (n = 300,000). AID 743398; in the data active = activation above about 30%, passing the limit was not always enough; inconclusive = no clear call, values can overlap the other calls;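 also: 0% = neutral control wells and 100% = positive control wells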
E coli growth – bacterial growth inhibition, counter-screen for AddAB inhibitors. actives 0.27% (n = 330,000). inhibition, % at 11.9 µM. E. coli V3065 growth, OD600 absorbance, 18 h;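 active = inhibition above the campaign's mean inhibition across all tested compounds plus 3 SD, cut at about 9.9% in these data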;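 also: uninfected addAB+ strain grown without phage in ampicillin broth; 0% = DMSO wells and 100% = ciprofloxacin 0.95 µg/ml wells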
PfHsp90 set2 – inhibits growth of yeast expressing Plasmodium falciparum Hsp90; S. cerevisiae expressing PfHsp90, BacTiter-Glo ATP, 48 h; yeast lacking PDR1 and PDR3 efflux regulators; inhibition, % at 9.4 µM; actives 0.32% (n = 310,000);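 active = every replicate shows inhibition above about 80%, whatever the replicate mean, limit read from the data; inconclusive = mean inhibition reaches the set limit but some replicate falls short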;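 also: 0% = DMSO neutral controls and 100% = 20 µM radicicol positive controls; yeast relying on Plasmodium falciparum Hsp90 in place of its own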
PvdQ inh – P. aeruginosa PvdQ acylase inhibition | purified PvdQ acylase, fluorescence plate reader | AID 488965 | actives 0.063% (n = 340,000) | inhibition, % at 10 µM; in the data active = inhibition above about 30%, passing the limit was not always enough; inconclusive = no clear call, values can overlap the other calls;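 also: 0% = vehicle neutral wells and 100% = reference inhibitor wells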
DAGLB inhibitor – diacylglycerol lipase beta (human) inhibition. HEK293T DAGLB membrane lysate, EnzChek fluorogenic substrate. inhibition, % at 5.17 µM. actives 0.059% (n = 340,000). AID 504411; in the data active = inhibition above about 34%;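 also: 0% = enzyme with vehicle and 100% = wells lacking enzyme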
Target sequence (Q8NCG7 whole entry, looked up): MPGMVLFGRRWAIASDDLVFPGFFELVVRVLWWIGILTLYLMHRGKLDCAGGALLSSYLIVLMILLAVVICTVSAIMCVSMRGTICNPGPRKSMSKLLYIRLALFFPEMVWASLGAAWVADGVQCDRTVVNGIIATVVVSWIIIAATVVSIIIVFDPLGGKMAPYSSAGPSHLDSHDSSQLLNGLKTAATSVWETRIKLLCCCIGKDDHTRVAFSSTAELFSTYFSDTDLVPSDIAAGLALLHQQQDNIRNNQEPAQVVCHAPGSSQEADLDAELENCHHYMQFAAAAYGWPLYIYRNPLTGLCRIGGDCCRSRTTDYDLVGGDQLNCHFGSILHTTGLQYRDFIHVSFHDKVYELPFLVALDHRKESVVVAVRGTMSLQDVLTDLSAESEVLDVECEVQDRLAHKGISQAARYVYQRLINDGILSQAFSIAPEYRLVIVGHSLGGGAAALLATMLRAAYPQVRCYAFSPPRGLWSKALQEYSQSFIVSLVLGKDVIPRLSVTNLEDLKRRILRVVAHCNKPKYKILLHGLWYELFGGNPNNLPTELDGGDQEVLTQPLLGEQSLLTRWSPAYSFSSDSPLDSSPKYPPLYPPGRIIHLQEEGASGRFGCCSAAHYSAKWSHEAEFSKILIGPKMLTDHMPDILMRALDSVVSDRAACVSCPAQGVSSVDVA
Rtt109 Vps75 – C. albicans Rtt109 histone acetyltransferase inhibition; actives 0.16% (n = 330,000); AID 540336; Q5AAJ8; purified Rtt109/Vps75, ThioGlo CoA-SH fluorescence, 4 h; inhibition, % at 34.9 µM;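 active = inhibition of at least 50% in every replicate; inconclusive = best replicate reaches 50% inhibition but some replicates fall short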
Target sequence (Q5AAJ8 whole entry, looked up): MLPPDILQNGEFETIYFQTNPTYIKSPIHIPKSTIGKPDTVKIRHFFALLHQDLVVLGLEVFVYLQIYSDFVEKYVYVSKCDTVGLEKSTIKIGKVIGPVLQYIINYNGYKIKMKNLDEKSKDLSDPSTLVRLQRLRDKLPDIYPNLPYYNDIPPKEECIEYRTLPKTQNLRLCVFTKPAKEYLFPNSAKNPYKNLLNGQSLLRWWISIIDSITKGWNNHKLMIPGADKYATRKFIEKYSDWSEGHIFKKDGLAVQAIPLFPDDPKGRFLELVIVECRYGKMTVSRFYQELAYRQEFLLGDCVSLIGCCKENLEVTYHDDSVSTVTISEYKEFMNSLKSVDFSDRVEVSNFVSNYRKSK
phage Ecoli inh – E. coli growth loss with phage present. growth absorbance. inhibition, % at 11.9 µM. actives 0.26% (n = 360,000); in the data active = inhibition above about 11%
CAL PDZ inh – human CAL PDZ-peptide interaction inhibition; AID 504414; Q9HD26; inhibition, % at 20 µM; actives 0.02% (n = 330,000); purified CAL PDZ, TMR-peptide fluorescence polarization, 1 h;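 active = highest replicate inhibition of at least 40%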;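 also: plate controls were DMSO neutral control wells for no effect and unlabeled competitor peptide control wells for full effect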
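Test system: tagged CAL PDZ domain / Buffer or medium: sodium phosphate/NaCl buffer pH 7.4 with TCEP, IgG, Thesit / Reagent: TMR-labelled reporter peptide T*-PRC34 bound in PDZ groove / Compound dosing: single point, 20 µM / Schedule: 1 h incubation at room temperature before polarization reading / Technique: fluorescence polarization (mP) / Benchmarks: unlabelled peptide, DMSO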
Tat transport – blocks Tat-dependent protein export in E. coli | E. coli MC4100 TorA-mCherry Tat export, fluorescence | inhibition, % at 10 µM | actives 0.036% (n = 340,000) | AID 488895;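 active = mean replicate inhibition at least 50% and at least half of replicates individually reaching 50%; inconclusive = only one of the two criteria met; inactive = neither criterion met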;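 also: exported cargo escapes ClpAP degradation while cytoplasmic cargo is degraded and loses fluorescence; 0% = median of neutral control wells and 100% = median of NaSCN control wells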
An asterisk follows results filed as active; ? = inconclusive; . = no result given.

SMILES	AddAB inh	Wnt bcat act	E coli growth	PfHsp90 set2	PvdQ inh	DAGLB inhibitor	Rtt109 Vps75	phage Ecoli inh	CAL PDZ inh	Tat transport
COc1ccc(N2CCN(C(CNC(=O)c3ccco3)c3cccnc3)CC2)cc1 (stereo not given)	1.5	.	2.9	23	-14	0	-6	-0.4	-0.7	-6
COCCCNC(=S)NNC(=O)c1cc(-c2cccnc2)nc2ccccc12	.	1	.	-5	-10	3	-4	0.6	-1.5	3
COc1ccccc1NC(=O)c1cc2c(CO)cnc(C)c2oc1=Nc1ccc(OC)c(OC)c1	-1.2	-3	-0.7	19	-17	4	-3	-3.4	-0.2	13
Cc1cccc(C(=O)Nc2c3c(nn2C(C)(C)C)CS(=O)(=O)C3)c1	4.5	1	-3.7	-3	4	0	-9	-1.5	-1.9	-12
CCCc1cc(=O)oc2cc(OC(C)C(=O)NCC3CCC(C(=O)O)CC3)ccc12 (stereo not given)	3.5	0	-2.0	-21	-11	-2	-7	1.4	0.0	-3
CCCCn1c(=O)[nH]c(=O)c2c1nc(-c1ccc3ccccc3c1)n2CC	-1.9	-1	2.0	-2	9	3	?	2.8	0.9	8
O=C(NCCC1=CCCCC1)C(=O)NCc1ccccc1Cl	0.1	.	-2.4	6	12	0	4	-1.6	0.2	-13
CC(C)(C)OC(=O)N[C@@H](Cc1ccccc1)C(=O)NCC1CCC(C(=O)O)CC1 (stereo not given in full)	-0.8	-1	-0.6	-47	-15	-2	-9	0.7	-0.1	-2
COc1ccc(OCC(O)Cn2c(N3CCCCC3)nc3c2c(=O)n(C)c(=O)n3C)cc1 (stereo not given)	1.4	-1	2.1	-3	0	0	6	4.3	0.5	-1
COc1ccccc1CC(=O)Nc1ccc(-c2nnc(-c3ccco3)o2)cc1	2.9	10	-3.1	.	-14	-2	-14	0.9	-1.3	-10
S=c1[nH]nc(-c2cccc(Cl)c2)n1/N=C/c1ccc(-c2ccccc2Br)o1	3.8	-3	-0.8	-61	-4	3	-1	2.3	-2.8	-1
COc1ccc(OC)c(NC(=O)CN2CCC(NC(=O)c3ccccc3C)CC2)c1	1.2	-6	-0.6	-10	-3	0	1	-1.0	-0.8	6
C=CCOc1ccc(C2/C(=C(\O)c3c(C)[nH]c(C(=O)OC)c3C)C(=O)C(=O)N2CCN(C)C)cc1 (stereo not given)	-1.4	.	1.2	4	-11	-1	-6	0.7	0.6	0
COC(=O)C12OCC34C(CC5C(C)=C(O)C(=O)CC5(C)C3C(O)C1O)OC(=O)C(OC(=O)C=C(C)C)C24 (stereo not given)	.	-10	.	-55	-16	-1	-2	3.6	-0.4	2
CCN(C(=O)CC(C)C)c1nnc(Cn2nnc3ccccc32)s1	2.0	-2	2.5	1	6	-2	8	5.1	-0.5	-9
Cn1cc(CN2CCC(O)CC2)c(-c2ccc(Oc3ccccc3)cc2)n1	-1.1	-1	1.6	8	9	0	11	0.8	-2.8	-4
CN(C)CCCSc1nc2ccccc2s1	0.9	4	-0.8	-22	-22	-2	.	5.0	-1.1	-5
Cc1cc(Oc2ccc(=O)n(C)n2)nc(SCc2ccccc2)n1	-0.3	0	1.8	-18	-6	-2	9	1.6	-2.3	-20
CC(=Nc1cccc(O)c1)c1sc2ccccc2c1O	1.4	20	-0.3	10	-5	-1	-13	3.0	-0.6	-6
CCOC(=O)C1=C(COC(=O)CCNS(=O)(=O)c2ccc(C)c(C)c2)NC(=O)NC1C (stereo not given)	-0.4	-3	1.2	-1	3	-3	5	-0.9	-1.0	-1
CC(C)C(=O)NC(=S)Nc1ccccc1C(=O)NC1CCCCC1	1.5	-1	-0.7	-2	-7	2	4	2.5	-0.6	-1
CCC1(C)NC(=O)N(CC(=O)Nc2sc3c(c2C(=O)OC)CCCCC3)C1=O (stereo not given)	3.1	-1	-1.5	-23	14	-1	8	2.0	-3.8	7
O=C(NC(=S)Nc1ccc(N2CCOCC2)c(Cl)c1)C(c1ccccc1)c1ccccc1	1.6	.	-1.2	-17	0	-5	-13	-0.3	-0.8	5
CCc1ccc(Nc2ncc3c(n2)CC(C)(C)CC3=O)cc1	2.5	57*	1.6	-7	-1	-5	-7	4.1	-1.5	11
COc1ccc(/C=N/n2c(C)nc3sc(C)c(C)c3c2=O)cc1	1.3	-4	1.1	.	.	.	.	-0.7	.	.
Cc1c(C(=O)Nc2nc3ccccc3[nH]2)oc2ccc(Br)cc12	-1.5	7	-2.9	-34	3	-1	-3	-0.2	-2.8	-8
Cc1ccn2c(=O)nc(SCc3cccc(C(F)(F)F)c3)nc2c1	-3.8	1	-2.4	1	-4	-1	7	1.1	-3.6	-2
Cc1ccc(-c2cc(C(=O)OCC(=O)Nc3ncc(C(F)(F)F)cc3Cl)c3ccccc3n2)cc1	-1.6	.	-4.2	-2	-4	-1	0	1.1	-0.4	-3
CC(C)C(C)(C#N)NC(=O)CSc1nnc(-c2ccccc2)o1 (stereo not given)	-1.1	.	-0.2	7	-6	3	1	3.0	0.5	12
Cc1nnc(NC(=O)CN2C(=O)c3ccccc3S2(=O)=O)s1	3.2	-3	0.9	3	-16	-2	-5	3.0	-0.7	4
Cc1ccc(C)c(Cn2nnc3c(=O)[nH]c(C4CCCN(C(=O)c5ccco5)C4)nc32)c1 (stereo not given)	0.7	-1	-0.9	-16	-4	2	-6	1.8	-0.1	0
NC(=O)C1(NC(=O)[C@@H]2CC3(CC(c4cccc(NC(=O)[C@@H]5CCC(=O)N5)c4)=NO3)CN2C(=O)c2ccccc2)CC1 (stereo not given in full)	0.6	2	1.9	9	-1	1	3	2.6	-0.9	3
COCCNS(=O)(=O)c1ccc2c3c(cccc13)C(=O)N2C	-1.7	0	-1.6	15	-10	-3	0	4.8	-0.7	-11
CCCCNCC1CCCO1 (stereo not given)	.	0	.	-5	-15	-1	0	0.4	-0.5	-1
CCn1c(SCC(=O)N2c3ccccc3CCc3ccccc32)nc2c1c(=O)n(C)c(=O)n2C	0.6	.	-2.5	0	-16	-5	-2	1.3	0.2	-6
O=C1C(=C(c2ccccc2)c2ccccc2)Nc2ccccc21	1.6	-3	1.2	12	-2	40*	2	2.2	-0.6	5
N/C(Cc1nc(-c2ccc(Cl)cc2)cs1)=N/O	-0.9	37*	1.4	-14	-13	3	-7	-1.0	-0.1	-7
CC(=O)Nc1ccccc1NC(=O)CC(C)(C)C	2.4	-4	1.7	-4	7	-4	28	2.0	-0.6	2
COc1ccc(C)cc1N(C(=O)CNC(=O)c1ccco1)C(C(=O)NCC1CCCO1)c1ccccc1 (stereo not given)	3.5	-3	-0.8	-39	-7	2	-4	2.0	-2.4	-1
CN(C(=O)COc1coc(CN2CCN(c3ccccc3)CC2)cc1=O)c1ccccc1	0.3	-1	0.9	9	-12	-2	5	2.3	-0.2	6
O=c1c2ccccc2c(-c2ccccc2)nn1-c1cc(Cl)ccc1[N+](=O)[O-]	5.6	2	-0.4	19	10	-7	-6	7.6	.	4
CCN(CC(=O)Nc1ccc(NC(C)=O)cc1)C(=O)COc1ccccc1Cc1ccccc1	.	-1	.	10	0	-4	26	-1.7	-1.2	-21
O=C(NC1CCCc2ccccc21)C12CC3CC(CC(O)(C3)C1)C2 (stereo not given)	-0.1	-1	3.1	9	6	1	.	4.3	-0.2	5
CC(Cc1nnc(N)s1)c1ccccc1 (stereo not given)	2.9	0	-0.9	10	-11	1	1	-1.6	-1.1	-1
CSc1nncc(-c2ccc(F)c(F)c2)n1	2.2	-1	2.8	.	21	-2	-5	2.6	-2.0	10
Cc1noc2ncnc(N3CCCCC3)c12	0.7	-1	0.8	6	-6	-1	-12	5.3	-0.6	-2
COc1ccc(N2C(=O)CC(N(CCc3ccc(S(N)(=O)=O)cc3)C(=S)Nc3ccccc3)C2=O)cc1 (stereo not given)	2.6	1	3.0	-45	-16	2	13	-2.5	-1.8	4
CCOc1cc(/C=C(/C#N)c2ccc(Cl)cc2)cc(Cl)c1OCC(=O)O	.	11	.	-45	7	7	13	3.3	-3.1	3
COc1cc2nc(N(CCCN(C)C)C(=O)c3ccc(S(=O)(=O)N4CCc5ccccc5C4)cc3)sc2cc1OC	6.3	0	-3.4	.	-5	-3	-8	1.9	-2.0	8
O=S(=O)(c1ccc(NC(=S)NCc2ccco2)cc1)N1CCCC1	6.2	-3	0.3	-6	7	2	1	1.4	-1.0	2
O=C(O)c1ccccc1-c1ccccc1C(=O)Nc1nccs1	3.3	-1	1.7	11	-16	1	2	3.8	-0.6	0
CN(CCc1ccccn1)Cc1ccc(Cl)cc1Cl	1.1	.	-0.3	.	-7	0	-3	3.3	-2.7	2
CCCN1Cc2cc(OC)ccc2-c2ccccc2S1(=O)=O	0.9	1	-0.2	-10	7	-4	2	2.3	1.0	-1
CC1CCN(C(=O)c2[nH]cnc2C(=O)N[C@@H](Cc2ccccc2)C(=O)OC(C)(C)C)CC1	2.9	-2	0.4	2	-3	-5	5	1.4	1.0	7
Cc1cc(NC(=O)C2(c3ccccc3)CCCC2)no1	-0.2	.	0.8	-5	-15	0	-2	2.3	-1.1	6
CC1CCN(CCCNC(=O)CN2C(=O)CSc3ccc(S(=O)(=O)N4CCC(C)CC4)cc32)CC1	2.3	2	-2.0	-9	-8	-2	-4	3.9	-2.3	-4
Cc1nc(SCCC(C)C)c([N+](=O)[O-])[nH]1	1.9	.	0.8	-33	-9	0	-9	2.3	-0.7	-8
O=C(NC(NC(=S)Nc1ccccc1)C(Cl)(Cl)Cl)c1cccc(Cl)c1 (stereo not given)	2.7	1	2.0	-19	3	0	8	6.3	-1.6	1
CC(C)CCN(CCC(C)C)C/C(O)=C(\C#N)c1nc(-c2ccccc2)cs1	-1.3	.	1.6	19	8	9	-7	1.6	-1.5	5
O=C(N/N=C1\C/C(=N\NC(=O)c2ccncc2)c2ccccc21)c1ccncc1	-2.8	-1	-1.0	-33	-4	4	-5	3.4	1.0	4

Pulled by compound from the entries so far:
SMILES	AddAB inh	Wnt bcat act	E coli growth	PfHsp90 set2	PvdQ inh	DAGLB inhibitor	Rtt109 Vps75	phage Ecoli inh	CAL PDZ inh	Tat transport
CC1CCN(CCCNC(=O)CN2C(=O)CSc3ccc(S(=O)(=O)N4CCC(C)CC4)cc32)CC1	2.3	2	-2.0	-9	-8	-2	-4	3.9	-2.3	-4
O=C(O)c1ccccc1-c1ccccc1C(=O)Nc1nccs1	3.3	-1	1.7	11	-16	1	2	3.8	-0.6	0
CCOc1cc(/C=C(/C#N)c2ccc(Cl)cc2)cc(Cl)c1OCC(=O)O	.	11	.	-45	7	7	13	3.3	-3.1	3

Next part
SMILES	AddAB inh	Wnt bcat act	E coli growth	PfHsp90 set2	PvdQ inh	DAGLB inhibitor	Rtt109 Vps75	phage Ecoli inh	CAL PDZ inh	Tat transport
Cc1nn(CCO)c(N)c1C1(O)C(=O)Nc2c(Cl)cc(Cl)cc21 (stereo not given)	-0.4	-1	-2.2	11	-10	-1	11	-1.2	0.6	-7
Cc1ccc(S(=O)(=O)N(Cc2ccc(Cl)cc2)c2ccccc2C(=O)NCc2cccnc2)cc1	2.5	-16	-1.3	-4	-4	-3	-8	2.8	-0.6	16
O=C(NCN1CCN(c2ccccc2F)CC1)c1ccccc1	0.7	.	-1.2	.	-2	-1	-5	4.7	-0.7	10
Cc1cccc(NC(=O)CSc2nc3ccccc3nc2N2CCCCC2)c1	-0.7	-8	0.1	-6	12	-9	13	2.9	0.1	6
